# bCat nuc transl – modulators of beta-catenin nuclear translocation, primary screen, imaging, HeLa cells, immunofluorescence, high-content. nuclear translocation activity, % at 5 µM. 190,000 compounds, 0.3% hits;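 active = nuclear translocation activity above 50% at 5 µM, with a well cell count of 50 or more; inconclusive = wells under 50 cells across six images, flagged as toxic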;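 note: per-cell ratio of nuclear to cytoplasmic median beta-catenin stain intensity; plate controls were DMSO negative control for no effect and GSK-3 inhibitor IX positive control for full effect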
#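 Technique: fluorescence imaging of beta-catenin antibody stain plus DAPI / Material: human HeLa cell line / Incubation: compound treatment 24 h, 37°C, 5% CO2 / Read-out basis: % activation of per-cell nuclear versus cytoplasmic median beta-catenin signal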
# MT stabilizer – microtubule stabilizers in HeLa cells, primary screen, imaging, high-content imaging | AID 2205, 2009 | HeLa tubulin immunostaining HCS, 24 h; share of cells brighter than vehicle mean+2SD | 200,000 compounds, 0.83% hits | % tubulin-high responders, % at 10 µM;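 active = plate Z-score above 3 for both tubulin-high and condensed-nucleus cell shares, with cell loss under 80%, at 10 µM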;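 note: anti alpha tubulin signal scored within the nucleus-defined area of each cell; some results filed as inactive read as strong as hits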
# NOD2 inhibition – NOD2 signaling inhibitors, cell-based, luminescence, uHTS, HEK293 (AID 1566); HEK293 NOD2/NF-kB luciferase reporter, luminescence; higher % means a stronger effect; 290,000 compounds, 0.63% hits; inhibition, % at 4 µM, or EC50 in µM where a hit was titrated; in the data active = inhibition above about 50%; note: many of its hits are not listed in these tables
# Dynein cargo inh – inhibitors of GR-EGFP nuclear translocation, primary screen, dynein cargo transport inhibitor project, imaging, high-content, 3617.4 mouse cells | AID 1381, 2008 | 220,000 compounds, 0.47% hits | test concentration mostly 20 µM; stimulated with dexamethasone, 1 µM; active compounds read low | z-score, hits read low;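 active = plate z-score of nuclear minus cytoplasmic receptor signal below a set negative limit, without overly bright fluorescence or cell loss, cut at about -3.5 in these data, passing the limit was not always enough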;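 note: z-score of nuclear minus cytoplasmic ring GR-EGFP intensity difference per well; some compounds called inactive have numbers as strong as hits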
#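 Buffer or medium: tetracycline-free induction medium containing charcoal-stripped FBS / Reagent: dexamethasone agonist, 1.0 µM final, for 30 min / Technique: automated 10x imaging of fixed Hoechst-stained cells / Times: induction 48 h, compound 1 h, agonist 30 min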
# Yfh1-depleted yeast – enhancers of respiration in Yfh1-depleted yeast, dose response, Friedreich's ataxia, plus single-dose screen (AID 1465) | S. cerevisiae Yfh1-off respiration, WST-1 reduction, 72 h; higher fold induction means a stronger effect | one-dose fold induction at 50 µM; EC50 in µM for titrated hits | 220,000 compounds, 0.074% hits;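 active = fold induction of absorbance versus untreated yeast above a set limit, then at least 30% activation at any dose in follow-up; inconclusive = repeats straddling the limit, or above it without dose testing; inactive = fold induction below the set limit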;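 note: activators that raise dye reduction in frataxin-depleted yeast; strong numbers were not always called active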
# NOD1 inhibition – NOD1 signaling inhibitors, primary screen, cell-based, luminescence, uHTS (AID 1578) | NOD1-driven NF-kB luciferase reporter cells, luminescence; higher % means a stronger effect | 290,000 compounds, 1% hits | one-dose inhibition, % at 4 µM; EC50 in µM for titrated hits; in the data active = inhibition mostly above about 36%, no sharp cut-off; inactive = mostly below about 34%;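 note: HEK-293T reporter cells stimulated with the NOD1 agonist gamma-tri-DAP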
# Ins promoter up – insulin promoter activators in MIN6 cells, imaging, high-content screening, mouse beta cells | MIN6 insulin promoter-GFP reporter; active compounds read high | z-score at 5 µM | 190,000 compounds, 0.3% hits | AID 1625, 2009;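 active = z-score above 3 at 5 µM with at least 500 cells counted in the well; inconclusive = wells under 500 cells, flagged as cytotoxic or low count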
# Autophagy mod – autophagy modulators in MEF cells, primary screen, imaging, high-content, MEF GFP-LC3; MEF GFP-LC3 puncta imaging; test concentration mostly 10 µM; calls only at 10 µM (by protocol); 190,000 compounds, 0.98% hits; AID 463193, 2010;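 active = percentage of spot-positive cells more than 3 SD above its plate mean, without a fluorescence outlier flag or 80% toxicity; inconclusive = no clear call, values can overlap the other calls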;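 note: spot-positive cell cutoff set from DMSO-treated cells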
# P. falciparum M17LAP – P. falciparum M17LAP inhibitors, primary screen, biochemical, fluorogenic H-Leu-NHMec substrate, 1536-well (AID 1619); recombinant M17LAP, H-Leu-NHMec fluorogenic kinetic assay; higher % means a stronger effect; inhibition, % at 30 µM, or IC50 in µM where a hit was titrated; 220,000 compounds, 0.38% hits;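 active = compound inhibiting the enzyme by more than half at any dose during confirmatory dose-response retesting; inconclusive = strong single-dose inhibitors picked by rank but not retested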;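 note: plate controls were full reaction with DMSO carrier for no effect and no enzyme background for full effect; strong numbers were not always called active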
# Dynein cargo inh cytoplasmic EGFP – recorded beside Dynein cargo inh, whose call it bears; z-score; measured here: cytoplasmic GR-EGFP intensity; active compounds read high
# Dynein cargo inh nuclear GR-EGFP – further read-out of Dynein cargo inh, marked with its call; z-score; measured here: nuclear GR-EGFP intensity;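 lower value marks the stronger effect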
# Dynein cargo inh cell count – also measured in Dynein cargo inh; calls as there; z-score; measured here: cell count per field
# Ins promoter up cell count – recorded beside Ins promoter up, whose call it bears; cell count; measured here: cytotoxicity, nuclei count;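 total cells summed across four imaged fields per well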
# bCat nuc transl cell count 5 µM – also measured in bCat nuc transl; calls as there; cell count; measured here: cell count, cytotoxicity flag
# MT stabilizer Hoechst-high % – also measured in MT stabilizer; calls as there; % Hoechst-high responders; measured here: nuclear condensation Hoechst responders;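 share of cells brighter than vehicle mean plus two SD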
# MT stabilizer cytotoxicity % – second read-out of MT stabilizer, no call of its own (marks repeat the call); toxicity, %; measured here: cytotoxicity by cell density;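 0% = mean cell density of plate MIN control wells and 100% = no cells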
# Autophagy mod cell loss 18 h – also measured in Autophagy mod; calls as there; toxicity, %; measured here: cell loss, nuclei count;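 cell loss after 18 h compound exposure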
# Active calls of the source: *; i = inactive; ? = inconclusive; / = no result given. These rows are one share of the data, so the mix of outcomes need not match the whole.
SMILES,bCat nuc transl,bCat nuc transl cell count 5 µM,MT stabilizer,MT stabilizer Hoechst-high %,MT stabilizer cytotoxicity %,NOD2 inhibition,Dynein cargo inh,Dynein cargo inh cytoplasmic EGFP,Dynein cargo inh nuclear GR-EGFP,Dynein cargo inh cell count,Yfh1-depleted yeast,NOD1 inhibition,Ins promoter up,Ins promoter up cell count,Autophagy mod,Autophagy mod cell loss 18 h,P. falciparum M17LAP
Cc1cccc(C(CC(=O)N2CCCC2)c2ccccc2)c1O (stereo not given),-0.4,1344,4.6,3.5,6.7,21.2%,-0.718,-0.313,-0.157,0.07,i,-9.3%,-0.61,1691,i,13.1,-8.6%
COc1ccc(S(=O)(=O)N2CCC(C(=O)NCc3cccc(OC)c3)CC2)cc1,0.1,747,2.2,1.3,0.5,-13.4%,0.785,-0.325,0.73,-0.618,i,0.9%,0.54,1189,i,14.2,-0.8%
Cc1ccc(-n2nnnc2SCC(=O)Nc2cccnc2Cl)cc1,-1.4,942,5.9,1.7,8.8,12.8%,-0.0563,-0.258,-0.335,0.481,i,9.2%,/,/,i,-3.6,6.5%
C(=N\Nc1ccc2nncn2n1)/c1ccccn1,6.6,1098,/,/,/,16.4%,-0.278,-0.261,-0.201,0.748,i,12.8%,-0.17,1426,/,/,9.4%
Cc1ccc(CN2C(=O)CCC2C(=O)NC2CCCC2)cc1 (stereo not given),/,/,3.7,1.8,0.4,2.3%,-0.555,-0.227,-0.526,1.19,i,/,0.93,1223,i,-1.4,-8.2%
CSc1nc2ccccc2n1Cc1cccc([N+](=O)[O-])c1,4.2,483,3.5,4.4,3.6,17.8%,1.19,-0.215,0.742,-1.54,i,61.2%,?,/,i,11.3,7.2%
COc1ccc(-c2cc(C(F)(F)F)n3nc(C(=O)O)cc3n2)cc1OC,-3.2,1216,2.8,1.7,1.1,4.6%,-0.144,-0.369,0.0687,0.569,i,-6.3%,-0.39,1142,i,-26.5,7.0%
O=C(c1cccnc1)N1CCN(c2ccccc2Cl)CC1,0.8,1241,/,/,/,16.1%,0.072,-0.251,0.594,0.282,i,-0.6%,1.04,929,/,/,5.3%
CC1CCCC(NC(=O)C2CCC(CNc3c(N4CCCCC4)c(=O)c3=O)CC2)C1C (stereo not given),-0.2,1319,/,/,/,17.9%,-0.424,-0.206,0.204,0.0931,i,2.3%,-1.23,1148,/,/,-7.6%
Cc1ccc(C2=NN(CC(=O)NCc3cccnc3)C(=O)CC2)cc1,1.7,1063,2.4,1.9,1.8,2.9%,0.184,-0.235,0.247,0.575,i,-30.2%,-0.09,1565,i,39.6,-10.6%
Cc1ccc(S(=O)(=O)N/N=C\c2ccc3c(c2)OCO3)cc1,-1.3,1242,3.6,1.5,2.0,0.8%,-0.00582,-0.208,-0.31,0.477,i,15.9%,-0.47,1583,i,-10.2,8.0%
COC(=O)Nc1ccc(S(=O)(=O)Nc2cnc3ccccc3n2)cc1,-3.6,1032,1.3,1.3,6.1,-9.7%,-0.564,-0.316,-0.293,0.452,i,33.9%,0.75,1497,i,15.8,3.0%
Cc1cccc(N(C(=O)CNC(=O)c2cccs2)C(C(=O)NC2CCCC2)c2cccnc2)c1 (stereo not given),/,/,2.6,1.8,7.1,6.9%,-0.0668,0.694,-0.117,-0.0485,i,-5.4%,/,/,i,-9.4,-7.7%
CCOC(=O)N1CCN(C(=O)CN(C2CCCCC2)S(=O)(=O)c2ccc(Cl)cc2)CC1,/,/,1.9,0.7,7.9,8.1%,-0.833,-0.0352,-0.212,1.15,i,-2.0%,-0.26,965,i,36.4,4.8%
CCOC(=O)C1CN(S(=O)(=O)c2ccc(OC)cc2)c2cc(CC(=O)OC)ccc2O1 (stereo not given),-1.2,1369,1.2,1.0,2.2,2.3%,0.597,-0.222,0.113,-0.374,i,-8.1%,0.34,1459,i,-0.3,17.0%
O=C(Nc1ccccc1N1CCOCC1)C1CCN(S(=O)(=O)c2ccc(Cl)cc2)CC1,0.5,1203,/,/,/,16.3%,-0.451,0.0425,0.0207,-0.274,i,6.7%,-1.03,1125,/,/,4.1%
COc1ccc(C2C(C(N)=O)=C(C)Nc3nc(-c4cccc(Cl)c4)nn32)cc1OC (stereo not given),-1.2,1072,1.5,2.5,9.5,8.2%,-0.00981,-0.156,0.332,-0.0825,i,-13.6%,-1.75,1271,i,2.4,4.1%
CCOC(=O)c1cnc2c([N+](=O)[O-])cnn2c1C,-0.6,949,3.8,1.8,8.3,9.1%,-0.658,-0.265,-0.186,0.985,i,-16.4%,0.37,1612,i,-5.6,12.8%
Cc1noc(C)c1C(=O)NCc1ccco1,0.0,1014,4.4,1.7,6.5,-4.6%,0.45,-0.191,0.17,-1.15,i,-15.2%,0.34,1092,i,-3.3,-6.4%
O=C(Nc1ccc(Oc2ccc(NC(=O)C3CCCO3)cc2)cc1)C1CCCO1 (stereo not given),-3.0,1001,4.9,2.6,12.6,-13.5%,0.206,-0.157,0.922,-0.176,i,-8.6%,-0.57,1225,i,-3.2,-5.3%
COc1ccc(/C=N\NC(=O)c2ccc(=O)[nH]n2)cc1O,-1.7,1103,2.0,3.9,7.3,1.4%,-0.241,-0.169,-0.263,-0.284,i,2.5%,0.59,1408,i,11.2,18.6%
C1CCCN(CCCCN2CCCCCC2)CC1,0.3,1097,1.7,1.1,7.8,1.1%,0.534,-0.105,0.476,-0.0243,/,-19.4%,-0.97,1805,i,-0.8,1.1%
O=C(CSc1ccccn1)c1ccc2c(c1)OCO2,-1.3,1114,5.1,2.6,6.0,-76.3%,-0.647,-0.195,-0.117,-0.182,i,-7.5%,-0.03,1919,i,-5.4,-13.1%
CCc1nn2c(NCCOC)cc(C)nc2c1-c1ccc(F)cc1,1.2,1034,2.8,1.4,7.6,25.2%,-0.695,-0.18,-0.374,0.977,i,-22.2%,-0.74,1187,i,-6.6,-6.1%
Cc1ccc(CNCCNCCO)s1,-2.3,988,7.8,1.5,8.8,4.4%,-0.565,-0.288,-0.383,0.713,i,-17.1%,0.68,1529,i,3.0,-4.6%

# (list continues)
SMILES,bCat nuc transl,bCat nuc transl cell count 5 µM,MT stabilizer,MT stabilizer Hoechst-high %,MT stabilizer cytotoxicity %,NOD2 inhibition,Dynein cargo inh,Dynein cargo inh cytoplasmic EGFP,Dynein cargo inh nuclear GR-EGFP,Dynein cargo inh cell count,Yfh1-depleted yeast,NOD1 inhibition,Ins promoter up,Ins promoter up cell count,Autophagy mod,Autophagy mod cell loss 18 h,P. falciparum M17LAP
COc1ccccc1N(C)S(=O)(=O)c1ccc(C(=O)OCC(=O)c2c[nH]c3ccccc23)cc1,2.5,965,2.8,3.8,9.0,15.5%,0.399,-0.311,0.161,0.178,i,1.7%,0.55,1374,i,11.3,20.7%
O=C(Nc1nnc(C2CCCO2)s1)c1ccc(Br)cc1 (stereo not given),/,/,1.5,1.9,7.7,-18.4%,0.278,-0.0662,0.241,-0.132,i,-32.6%,/,/,i,-1.7,5.8%
COc1cccc(-n2cnc3sc(C)c(C)c3c2=O)c1,-4.4,559,5.1,2.8,5.3,-5.4%,-1.1,-0.302,-0.725,0.467,i,-15.6%,0.09,1300,i,0.4,6.0%
O=C(NC1CCCc2ccccc21)c1n[nH]c(=O)c2ccccc12 (stereo not given),-1.0,1063,1.4,1.0,2.4,5.0%,-0.558,-0.299,-0.746,0.659,i,-27.3%,-1.03,1258,i,28.1,6.3%
Cc1ccc(-n2nnnc2SCC(=O)N2CC(=O)Nc3ccccc32)cc1,-0.4,1026,1.3,1.4,3.6,24.4%,1.02,-0.155,1.49,0.0253,i,4.6%,/,/,i,-7.8,7.4%
O=C(Cn1cnc2cc([N+](=O)[O-])ccc2c1=O)Nc1cccc2ccccc12,0.2,1318,/,/,/,-6.0%,2.57,-0.117,2.42,-2.29,i,10.9%,0.1,972,/,/,13.0%
CCC1=NC(c2ccccc2)N(O)C1(C)C (stereo not given),/,/,1.6,1.1,10.8,-3.9%,0.621,-0.466,-0.0592,0.217,i,2.1%,-0.22,803,i,3.5,-1.4%
CCc1ccc(NC(=O)C(=S)NC2CCCCC2)cc1,0.5,1017,3.1,2.1,4.0,-111.2%,-0.385,-0.253,-0.0977,0.227,i,-14.4%,-0.95,1462,i,6.6,3.5%
CC1(C)SC2[C@H](NC(=O)C(NC(=O)N3CCNC3=O)c3ccccc3)C(=O)N2C1C(=O)O (stereo not given in full),/,/,2.9,3.5,5.8,8.4%,0.222,0.0706,0.599,0.178,/,-32.1%,/,/,i,1.6,4.0%
CCCc1cc(O)c2c(C)cc(=O)oc2c1,-1.6,1214,3.2,2.2,8.8,17.0%,0.379,-0.237,0.057,-0.0606,i,0.1%,-0.14,1076,i,-6.0,-6.8%
CN(NC1CC(=O)N(c2ccccc2)C1=O)c1ccccc1 (stereo not given),-0.5,1117,4.1,2.6,9.3,-2.9%,-1.33,-0.0934,-0.888,0.134,i,-20.5%,0.91,1655,i,-0.2,19.2%

# High-throughput results as filed in PubChem BioAssay.
